Sm TGR inh = qHTS Assay for the Inhibitors of Schistosoma Mansoni Peroxiredoxins; purified TGR, DTNB reduction, TNB absorbance 405 nm; Potency, µM (highest dose often 114 µM), for the others: at the top dose activity change, negative = inhibition, most hits filed as inhibitors; hit rate 3% among 360,000; AID 485364, 2010; also: nearly all actives have a fitted effect of over 60% in size
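First, TGR (20 nM dispensed) and NADPH were mixed with compound. Second, a 15 min room-temperature incubation followed. Third, further NADPH and then DTNB were added to start the reaction. Finally, TNB absorbance was monitored kinetically.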
Tb PYK inh = qHTS of Trypanosoma Brucei Inhibitors; pyruvate kinase (Trypanosoma brucei), Q57TT1; TbPYK enzyme, Kinase-Glo Plus ATP luminescence, 45 min; Potency, µM (top dose mostly 76.8 µM), for the others: at the top dose activity, negative = inhibition, actives largely listed as inhibitors; hit rate 0.12% among 410,000; AID 624173, 2012; also: nearly all actives have a fitted effect of over 50% in size
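Glycolytic pyruvate kinase of T. brucei was incubated with substrate, test compound and 130 uM ADP for 45 minutes at room temperature. Luminescent Kinase-Glo Plus signal was measured after 10 minutes.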
HCV inhibitor = qHTS Assay for Inhibitors of Hepatitis C Virus (HCV). Huh7.5.1 HCVcc-Cre infection, luciferase reporter, 44 h. hit rate 3.4% among 340,000. Potency, µM (titrated, usually from 41.8 µM), inactives show at the highest dose activity change, negative = inhibition, most hits filed as inhibitors. AID 651820, 2012
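Infectious HCV cell culture screen: compound-treated cells (1,000/well, pre-plated 4 h) are infected with HCVcc-Cre at roughly 0.5 moi and grown 44 h. Infection is quantified by luciferase signal after 15 min substrate incubation at room temperature.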
LmPK inhibitor = qHTS Assay for Inhibitors of Leishmania Mexicana Pyruvate Kinase (LmPK) | purified LmPK, Kinase-Glo ATP luminescence, 1 h | Potency, µM (titrated, usually from 57.5 µM), inactives show top-dose activity change, negative = inhibition, actives largely listed as inhibitors | hit rate 0.37% among 290,000 | AID 1721, 2009
Target sequence (Q27686 whole entry, looked up): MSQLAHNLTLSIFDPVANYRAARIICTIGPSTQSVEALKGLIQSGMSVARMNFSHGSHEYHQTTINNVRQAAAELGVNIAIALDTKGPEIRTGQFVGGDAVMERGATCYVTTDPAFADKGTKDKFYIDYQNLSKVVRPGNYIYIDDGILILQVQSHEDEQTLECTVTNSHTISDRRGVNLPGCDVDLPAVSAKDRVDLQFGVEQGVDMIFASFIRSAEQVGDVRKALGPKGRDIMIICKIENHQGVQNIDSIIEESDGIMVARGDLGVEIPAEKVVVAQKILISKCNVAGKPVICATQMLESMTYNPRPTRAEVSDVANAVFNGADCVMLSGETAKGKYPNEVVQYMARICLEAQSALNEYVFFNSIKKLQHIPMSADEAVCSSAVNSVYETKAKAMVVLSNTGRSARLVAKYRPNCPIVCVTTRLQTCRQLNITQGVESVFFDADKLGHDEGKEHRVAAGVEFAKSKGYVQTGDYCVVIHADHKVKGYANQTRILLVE
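qHTS format; LmPK 0.1 nM; substrates PEP 0.5 mM and ADP 0.1 mM. One-hour room-temperature incubation, then coupled luciferase luminescence; 0.5 nM enzyme wells mark activation.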
Pf growth 48h = Primary qHTS for delayed death inhibitors of the malarial parasite plastid, 48 hour incubation. P. falciparum luciferase growth in erythrocytes, 48 h. Potency, µM (titrated, usually from 28.7 µM), without a hit: at the highest dose activity change, negative = inhibition, most hits filed as inhibitors. hit rate 5.9% among 310,000
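In quantitative HTS format, infected erythrocytes bearing luciferase-reporter parasites were treated for a single generation at 37 C. Luminescence after adding detection reagent served as the growth measure.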
Pf growth 96h = Primary qHTS for delayed death inhibitors of the malarial parasite plastid, 96 hour incubation; P. falciparum luciferase reporter growth, 96 h; Potency, µM (series often up to 28.7 µM), for inactives: at the highest dose activity change, negative = inhibition, actives largely listed as inhibitors; hit rate 6.9% among 320,000
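Infected RBCs, 2% Hct / 0.05% parasitemia final; luciferase-reporter P. falciparum; cpd 96 h, 37 C, 5% CO2; luciferase detection reagent; luminescence.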
An asterisk follows results filed as active; i = inactive; ? = inconclusive; nt = not tested or not shown; & = joins results of further samples; [ ] = another dose, or the depositor's remark. Calls follow the shape of the dose curve; as a rule, active = well fitted curve in the direction sought with a large enough effect; inconclusive = small, poorly fitted or top-dose-only effect, or another doubt; inactive = no such curve, though single readings can be large; an effect the other way counts as inactive or inconclusive. % is scaled to controls: 0 for no effect and ±100 for the full control effect; potency is read from the fitted curve at half-maximal effect.

| Molecule | Sm TGR inh | Tb PYK inh | HCV inhibitor | LmPK inhibitor | Pf growth 48h | Pf growth 96h |
| --- | --- | --- | --- | --- | --- | --- |
| CCS(=O)(=O)N1CCN=C1SCc1ccc(F)cc1 | -11.5% | -4.6% | 4.5% | 1.1% | -5.7% | -1.3% |
| O=S(=O)(NCCOc1ccc(F)cc1)c1ccc2c(c1)OCCO2 | -19.3% | 4.8% | 6.0% | 0.1% | 22.3% | nt |
| CC(=O)N1c2ccccc2C(C)(c2ccccc2)CC1(C)C (centres undefined) | 1.0% | 0.9% | -18.5% | 7.0% | 9.28µM* | nt |
| O=C(C1CCN(S(=O)(=O)c2cccs2)CC1)N1CCN(c2ccccc2O)CC1 | -6.7% | -3.4% | -20.4% | nt | ? | 7.38µM* |
| O=C(NCc1ccc(/C=c2\sc3n(c2=O)CCN=3)o1)C(=O)Nc1ccccc1 | 35.5µM* | nt | nt | -9.5% | 18.0% | 19.9% |
| CC(=O)O[C@]1(C(C)=O)CC[C@H]2[C@@H]3C=C(C)C4=CC(=O)CC[C@]4(C)[C@H]3CC[C@@]21C | 4.5%&-8.8% | -9.3% | 3.9%[8.37 µM] | 15.3%&0.1% | ? | 11.7µM* |
| COc1ccc(-c2[nH]n(-c3ccc([N+](=O)[O-])cc3)c(=O)c2C=NCCN2CCNCC2)cc1 | 3.2% | nt | nt | 15.8µM* | 129.4%[activator] | 81.7%[activator] |
| CCOC(=O)CCCN1CC(O)=C(c2nc3ccccc3s2)C1=N | -2.1% | -2.0% | -7.5% | 0.5% | -29.8% | -16.1% |
| CC(=O)c1ccc(Cc2ncc(C(F)(F)F)cc2Cl)s1 | -7.0% | 6.1% | -6.5% | 3.4% | 13.1µM* | ? |
| O=C(Nc1nccs1)c1cccc(N2C(=O)c3cccc4c([N+](=O)[O-])ccc(c34)C2=O)c1 | -22.4% | -4.9% | -3.0% | 5.6% | nt | -3.5% |
| O=Nc1c(O)[nH]c2ccc(F)cc12 | 10.0% | -5.5% | -2.6% | 4.4% | 3.3% | -17.5%[5.75 µM] |
| CC(C)(C)c1ccc(OCCNC(=O)Cc2ccc(F)cc2)cc1 | 5.2% | -0.9% | ? | -3.3% | ? | -18.0% |
| O=C(Nc1ccc(F)cc1F)C1CCN(C(=O)c2ccc(Br)cc2)CC1 | -3.1% | -5.3% | -14.6% | 0.8% | 10.7% | 16.1% |
| O=C(c1ccc(Oc2ccc(C(F)(F)F)cc2[N+](=O)[O-])cc1)N1CCOCC1 | -8.6% | 6.1% | -11.4% | 1.1% | -5.5% | -4.1% |
| COCCNC(=O)CN(C(=O)Cn1nnc2ccccc21)c1cccc(C)c1C | nt | 0.3% | 23.3% | 1.9% | -7.8% | ? |
| COc1ccccc1/C=C/C(=O)OCC(=O)NC1CCCCCC1 | -0.9% | 5.2% | -4.3% | nt | -22.8% | -7.0% |
| Cc1noc(/C=C/c2cccs2)c1S(=O)(=O)N1CCC(C(=O)NCCCN2CCC(C)CC2)CC1 | 1.8% | -7.5% | 11.2µM* | 2.8% | -65.3% | 64.6%[activator] |
| CCCOC(=O)C1[C@H]2C(=O)N(CC3CCCO3)C[C@]23C=C[C@H]1O3 (some centres undefined) | -28.4% | 2.0% | 9.4% | -0.6% | 3.0% | -15.6% |
| C[N+]12CCCCC1[C@@H](CO)CCC2 (some centres undefined) | 13.3% | -10.2% | 5.7% | -2.3% | ? | ? |
| O=C(COc1ccccc1)OCc1cc2ccccc2[nH]c1=O | 0.0% | -3.6% | 5.0% | 0.0% | 10.7% | 4.7%[5.75 µM] |
| CCCc1ccc(-c2cc(C(=O)NCCc3ccc(S(N)(=O)=O)cc3)c3ccccc3n2)cc1 | -22.3% | -4.7% | ? | -1.4% | 166.9%[activator] | i |
| CC1CCCCN1S(=O)(=O)c1ccc2c(c1)oc(=O)n2CC(=O)O (centres undefined) | -0.5% | -2.6% | 3.2% | 2.6% | 7.1% | 0.0% |
| O=C(Nc1ccc(Cl)cc1)OC1CN2CCC1CC2 (centres undefined) | 10.6% | 2.2% | -22.0% | 3.8% | 46.8%[activator] | 35.9%[activator] |
| COC(=O)/C=C/c1c(C)nc(NCc2ccccc2)nc1Cl | -0.4% | 5.2% | -4.7% | 3.7% | -10.9% | -14.5% |
| C=CCN(CC=C)CC(O)Cn1c2ccccc2c2ccccc21 (centres undefined) | 14.3% | 4.7% | -27.1% | 6.4% | 5.86µM* | ? |
| Cc1ccc(NC(=O)CCn2nc([N+](=O)[O-])cc2C)nc1 | 2.4% | -8.3% | 19.4% | 2.3% | 14.4% | 32.4%[activator] |
| CCC1CN(C(=O)N2CCC(C(=O)NCc3ccccc3OC)CC2)c2ccccc2O1 (centres undefined) | 12.1% | 1.5% | 15.8µM* | -5.1% | ? | 13.1µM* |
| CCC(=O)N1CCc2cc(S(=O)(=O)CCC(=O)N3CCN(c4ccccc4F)CC3)ccc21 | -6.7%&2.7% | -16.1%&1.5% | 9.8% | -2.5% | 3.3% | 29.7% |
| O=C(CCNS(=O)(=O)c1cccs1)N1CCc2ccccc2C1 | 0.0% | -7.5% | 19.9% | -0.3% | 60.2%[activator] | nt |
| Cc1c(C(=O)N(C)c2cccc(Cl)c2)cnn1-c1ccccc1 | -1.0% | -0.6% | -13.4% | 0.6% | 9.28µM* | ? |

Some of the entries so far, with two lines to a compound.
Under each structure: Sm TGR inh, Tb PYK inh, HCV inhibitor, LmPK inhibitor, Pf growth 48h, Pf growth 96h
COc1ccccc1/C=C/C(=O)OCC(=O)NC1CCCCCC1
    -0.9%, 5.2%, -4.3%, nt, -22.8%, -7.0%
Cc1noc(/C=C/c2cccs2)c1S(=O)(=O)N1CCC(C(=O)NCCCN2CCC(C)CC2)CC1
    1.8%, -7.5%, 11.2µM*, 2.8%, -65.3%, 64.6%[activator]
CCCOC(=O)C1[C@H]2C(=O)N(CC3CCCO3)C[C@]23C=C[C@H]1O3 (some centres undefined)
    -28.4%, 2.0%, 9.4%, -0.6%, 3.0%, -15.6%
C[N+]12CCCCC1[C@@H](CO)CCC2 (some centres undefined)
    13.3%, -10.2%, 5.7%, -2.3%, ?, ?

The listing picks up with the three entries that preceded the break.
| Molecule | Sm TGR inh | Tb PYK inh | HCV inhibitor | LmPK inhibitor | Pf growth 48h | Pf growth 96h |
| --- | --- | --- | --- | --- | --- | --- |
| CCC(=O)N1CCc2cc(S(=O)(=O)CCC(=O)N3CCN(c4ccccc4F)CC3)ccc21 | -6.7%&2.7% | -16.1%&1.5% | 9.8% | -2.5% | 3.3% | 29.7% |
| O=C(CCNS(=O)(=O)c1cccs1)N1CCc2ccccc2C1 | 0.0% | -7.5% | 19.9% | -0.3% | 60.2%[activator] | nt |
| Cc1c(C(=O)N(C)c2cccc(Cl)c2)cnn1-c1ccccc1 | -1.0% | -0.6% | -13.4% | 0.6% | 9.28µM* | ? |
| O=c1c2ccccc2nc(SCCN2CCOCC2)n1CCc1ccccc1 | 11.8% | 3.5% | ? | -0.9% | ? | 19.2% |
| CC/C(O)=C(\C#N)c1nnc2n1CCCCC2 | 6.2% | 0.9% | 5.3% | 2.4% | 0.5% | -5.2% |
| Cc1ccc2c(c1)c(-c1ccccc1)nc1nncn12 | 3.0% | 2.2% | 12.3% | -3.2% | -7.5% | 43.4%[activator] |
| NCc1cccc(-n2cccn2)c1 | 0.4% | -6.2% | 16.6% | 3.4% | 3.6% | -9.8% |
| O=C(CN1CCCc2ccccc21)N1CCc2ccccc21 | -15.3% | -3.4% | 7.6% | -2.6% | ? | -10.8% |
| CCN(CC)CC(=O)NN=C(c1ccccc1)c1ccccc1 | 14.9% | -1.7% | 18.2% | 0.8% | -11.8% | -24.6% |
| CC1=CC(=O)C2=C(C)C[C@H](O)[C@@H]3[C@H](OC(=O)[C@H]3C)[C@@H]12 | -4.8% | -8.9% | 16.4% | nt | ? | 2.1% |
| CN(CC(=O)NCCC1=CCCCC1)S(=O)(=O)c1ccc2c(c1)c(=O)n(C)c(=O)n2C | -26.6% | 2.3% | -22.2% | 0.4% | nt | 164.5%[activator] |
| COc1ccc(CNC(=O)COC(=O)CN2C(=O)C(C)Oc3ccc(C)cc32)cc1 (centres undefined) | -16.4% | -3.2% | -0.1% | -2.2% | 22.7% | 9.2% |
| O=C(CSc1nc2ccccc2c(=O)[nH]1)c1cccs1 | 0.4% | -12.7% | 4.2% | -6.3% | -2.5% | ? |
| COc1ccc(C2Nc3ccccc3C(=O)N2NS(C)(=O)=O)c(OC)c1 (centres undefined) | 2.7% | -17.9% | 6.5% | 5.7% | -9.0% | ? |
| COc1ccc2oc3ccc(OC)cc3c(=O)c2c1 | 10.5% | 1.4% | -9.9% | -11.5% | 220.6%[activator] | 106.7%[activator] |
| COc1ccccc1-c1nc(C#N)c(NCc2ccc(F)cc2)o1 | 13.6% | 4.2% | ? | 2.1% | -9.3% | nt |
| O=C(Cc1cccc(NC(=O)C2CCCN(C(=O)C3CCCCC3)C2)c1)Nc1cccc(C(=O)N2CCCC2)c1 (centres undefined) | 0.7% | -1.3% | -19.9% | nt | 4.15µM* | ? |
| CCc1ccc(OCC(=O)Nc2ccc3c(c2)COC3=O)cc1 | 3.4% | -14.6% | -16.6% | 0.1% | -16.8% | 0.0% |
| COCCOc1ccc(C(F)(F)F)cc1NC(=O)CN1C(=O)NC2(CCc3ccccc32)C1=O (centres undefined) | 7.9% | 5.6% | ? | nt | ? | ? |
| CCOC(=O)c1c(-c2ccccc2)oc2ccc(OC(C)=O)cc12 | -17.4% | 0.0% | 11.2µM* | 5.0% | 6.4% | 34.5%[activator] |
| COC(=O)c1c(NC(=O)Cc2cccs2)sc(C)c1C | -10.6% | -8.0% | 11.2µM* | 3.5% | -3.7% | nt |
| COc1ccc(-c2csc(-c3cccnc3)n2)cc1C | 27.0% | 2.9% | ? | -1.7% | -26.4% | ? |
| COc1ccc(C(=O)NC(=S)NNC(=O)Cc2cccs2)cc1 | 2.9% | -14.2% | ? | 4.2% | 34.5%[activator] | 54.5%[activator] |
| O=C(c1ccccc1F)c1cc2c(cc1[N+](=O)[O-])OCCO2 | -7.7% | 5.6% | 3.1% | 2.2% | -2.4% | 3.1% |
| Cc1ccc2nc3sc(C(=O)N4CCOCC4)c(N)c3cc2c1 | -1.4% | -7.2% | 27.8% | -27.6% | 177.4%[activator] | -28.4% |
| O=C(c1cc(F)ccc1F)C1CCCN(C(=O)CSc2ccccn2)C1 (centres undefined) | -0.7% | 0.6% | 2.8% | 5.7% | 20.1% | -2.6% |
| O=C(Nc1ccc(O)c2c(=O)cc(-c3ccccc3Cl)oc12)c1ccc(F)cc1 | -11.3% | -2.2% | 11.4% | 6.7% | 4.0% | -6.6% |
| CCOC(=O)c1sc(NC(=O)Cc2ccc(F)cc2)nc1C | 7.6% | -1.5% | 29.2% | 9.1% | -19.6% | ? |
| COc1ccc2oc(C(=O)Nc3nc4ccc(S(C)(=O)=O)cc4s3)c(C)c2c1 | -1.9% | -7.3% | 16.0% | nt | ? | 7.5% |
| Cc1nc2nc(COc3ccccc3)[nH]n2c(=O)c1Cc1ccccc1 | 1.3% | 1.9% | -12.2% | 7.0% | -18.9% | 29.0% |
| COCCNC(=S)N1CCc2cc(OC)c(OC)cc2C1COc1cc(C)cc(C)c1 (centres undefined) | 1.7% | -3.6% | ? | 6.8% | 11.7µM* | ? |
| CC(=O)N1CCN(S(=O)(=O)c2ccc(F)c(Cl)c2)CC1 | -1.0% | 1.4% | 5.9% | 3.0% | 1.3% | -1.3% |

Screening data: PubChem, National Center for Advancing Translational Sciences (NCATS)
